Screens deposited in PubChem BioAssay by several laboratories.
NOD2 inhibition: inhibition of NOD2-driven NF-kB reporter – cell-based, luminescence, uHTS, HEK293 (AID 1566) | HEK293 NOD2/NF-kB luciferase reporter, luminescence; higher % means a stronger effect | one-dose inhibition, % at 4 µM; EC50 in µM for titrated hits | 290,000 compounds, 0.63% hits; in the data active = inhibition above about 50%; also: many of its hits are not listed in these tables
P. falciparum M17LAP: P. falciparum M17LAP inhibitors, primary screen, biochemical, fluorogenic H-Leu-NHMec substrate, 1536-well (AID 1619); recombinant M17LAP, H-Leu-NHMec fluorogenic kinetic assay; higher % means a stronger effect; inhibition, % at 30 µM; hits with a dose series show IC50 in µM; 220,000 compounds, 0.38% hits;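 active = compound inhibiting the enzyme by more than half at any dose during confirmatory dose-response retesting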;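 also: plate controls were full reaction with DMSO carrier for no effect and no enzyme background for full effect; strong numbers were not always called active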
Autophagy HCS: autophagy modulation, high-content screen; MEF GFP-LC3 puncta imaging; test concentration mostly 10 µM; calls only at 10 µM (by protocol); 190,000 compounds, 0.98% hits;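 active = percentage of spot-positive cells more than 3 SD above its plate mean, without a fluorescence outlier flag or 80% toxicity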;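 also: spot-positive cell cutoff set from DMSO-treated cells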
MT stabilizer: microtubule stabilization, imaging screen | % tubulin-high responders, % at 10 µM | 200,000 compounds, 0.83% hits | HeLa tubulin immunostaining HCS, 24 h; share of cells brighter than vehicle mean+2SD;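 active = plate Z-score above 3 for both tubulin-high and condensed-nucleus cell shares, with cell loss under 80%, at 10 µM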;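 also: anti alpha tubulin signal scored within the nucleus-defined area of each cell; some results filed as inactive read as strong as hits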
Yfh1-depleted yeast: enhancers of respiration in Yfh1-depleted yeast, dose response, Friedreich's ataxia, plus single-dose screen (AID 1465); 220,000 compounds, 0.074% hits; fold induction at 50 µM; hits with a dose series show EC50 in µM; S. cerevisiae Yfh1-off respiration, WST-1 reduction, 72 h; higher fold induction means a stronger effect;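 active = fold induction of absorbance versus untreated yeast above a set limit, then at least 30% activation at any dose in follow-up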;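 also: activators that raise dye reduction in frataxin-depleted yeast; strong numbers were not always called active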
NOD1 inhibition: NOD1 signaling inhibitors, primary screen, cell-based, luminescence, uHTS (AID 1578). NOD1-driven NF-kB luciferase reporter cells, luminescence; higher % means a stronger effect. one-dose inhibition, % at 4 µM; EC50 in µM for titrated hits. 290,000 compounds, 1% hits; in the data active = inhibition mostly above about 36%, no sharp cut-off; inactive = mostly below about 34%;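 also: HEK-293T reporter cells stimulated with the NOD1 agonist gamma-tri-DAP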
Ins promoter up: MIN6 insulin promoter up-regulation; AID 1625; 190,000 compounds, 0.3% hits; MIN6 insulin promoter-GFP reporter, high-content imaging; hits give high values; z-score at 5 µM;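 active = z-score above 3 at 5 µM with at least 500 cells counted in the well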
Dynein cargo inh: dynein cargo transport inhibition. 3617.4 mouse cells, GR-EGFP nuclear translocation imaging; test concentration mostly 20 µM; stimulated with dexamethasone, 1 µM; hits give low values. z-score, hits read low. 220,000 compounds, 0.47% hits;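 active = plate z-score of nuclear minus cytoplasmic receptor signal below a set negative limit, without overly bright fluorescence or cell loss, cut at about -3.5 in these data, passing the limit was not always enough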;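 also: z-score of nuclear minus cytoplasmic ring GR-EGFP intensity difference per well; some compounds called inactive have numbers as strong as hits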
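medium = tetracycline-free induction medium containing charcoal-stripped FBS | probe or stimulus = dexamethasone, 1.0 µM final | timing = 48 h induction, then 1 h compound, then 30 min agonist, 37 °C | detection = automated 10x imaging of fixed Hoechst-stained cells | read-out basis = nuclear versus cytoplasmic GR-EGFP signal, averaged per well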
b-catenin transl: alters nuclear translocation of beta-catenin in HeLa cells | immunofluorescence imaging | 190,000 compounds, 0.3% hits | AID 1665 | nuclear translocation activity, % at 5 µM;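 active = nuclear translocation activity above 50% at 5 µM, with a well cell count of 50 or more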;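 also: per-cell ratio of nuclear to cytoplasmic median beta-catenin stain intensity; plate controls were DMSO negative control for no effect and GSK-3 inhibitor IX positive control for full effect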
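test system = HeLa cells, endogenous beta-catenin | dosing = single 5 µM dose plus 0.02–20 µM confirmation series | times = compound treatment 24 h, 37°C, 5% CO2 | technique = beta-catenin immunofluorescence imaging with DAPI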
Dynein cargo inh cytoplasmic EGFP: second read-out of Dynein cargo inh, no call of its own (marks repeat the call); z-score; measured here: cytoplasmic GR-EGFP intensity; hits give high values
Dynein cargo inh nuclear GR-EGFP: recorded beside Dynein cargo inh, whose call it bears; z-score; measured here: nuclear GR-EGFP intensity;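 lower value marks the stronger effect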
Dynein cargo inh cell count: recorded beside Dynein cargo inh, whose call it bears; z-score; measured here: cell count per field
Ins promoter up cell count: further read-out of Ins promoter up, marked with its call; cell count; measured here: cytotoxicity, nuclei count;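 total cells summed across four imaged fields per well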
b-catenin transl cell count 5 µM: also measured in b-catenin transl; calls as there; cell count; measured here: cell count, cytotoxicity flag
MT stabilizer Hoechst-high %: also measured in MT stabilizer; calls as there; % Hoechst-high responders; measured here: nuclear condensation Hoechst responders;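 share of cells brighter than vehicle mean plus two SD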
MT stabilizer cytotoxicity %: recorded beside MT stabilizer, whose call it bears; toxicity, %; measured here: cytotoxicity by cell density;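 0% = mean cell density of plate MIN control wells and 100% = no cells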
Autophagy HCS cell loss 18 h: also measured in Autophagy HCS; calls as there; toxicity, %; measured here: cell loss, nuclei count;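 cell loss after 18 h compound exposure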
* = called active by the depositor; i = inactive; nt = no result given; & = joins results of further samples. Not all compounds are listed (hit frequency here may not be typical).

SMILES | NOD2 inhibition | P. falciparum M17LAP | Autophagy HCS | Autophagy HCS cell loss 18 h | MT stabilizer | MT stabilizer Hoechst-high % | MT stabilizer cytotoxicity % | Yfh1-depleted yeast | NOD1 inhibition | Ins promoter up | Ins promoter up cell count | Dynein cargo inh | Dynein cargo inh cytoplasmic EGFP | Dynein cargo inh nuclear GR-EGFP | Dynein cargo inh cell count | b-catenin transl | b-catenin transl cell count 5 µM
CCOc1ccc(N(Cc2nnc3n2CCCCC3)C(=O)Nc2cccc(C)c2)cc1 | -2.9% | 3.1% | i | 3.8 | 2.3 | 2.2 | 5.6 | i | -30.5% | 1 | 1131 | -0.0693 | -0.242 | 0.474 | -0.267 | -1.7 | 1068
CC(SCC(=O)Nc1ccc(S(=O)(=O)N2CCCCC2)cc1)C(=O)O (stereo not given) | 11.9% | 9.2% | i | -7.1 | 1.5 | 1.8 | 7.6 | i | 16.5% | 0.48 | 997 | -0.599 | -0.198 | -0.29 | 0.155 | -4.5 | 778
Cc1c2c([n+]3n1CCC3)CC(C)(C)CC2=O | -21.6% | 6.9% | i | 12.5 | 4.3 | 2.1 | 1.9 | i | 9.7% | nt | nt | -0.721 | -0.199 | 0.181 | 0.756 | 0.0 | 1193
O=C(Nc1cc([N+](=O)[O-])ccc1Cl)C(Sc1ccccc1)c1ccccc1 (stereo not given) | -8.4% | 6.0% | i | 34.0 | 3.9 | 0.8 | 10.8 | i | 4.5% | 0.14 | 1478 | 2.08 | -0.175 | 1.36 | -1.4 | -1.4 | 1128
CCCn1c(C)cc(C(=O)CSc2nc3ccccc3c(=O)n2Cc2ccco2)c1C | -104.0% | -5.9% | i | -15.5 | 4.0 | 1.6 | 9.6 | i | -7.3% | -0.17 | 1249 | 0.317 | 0.0255 | -0.0748 | -0.372 | 0.3 | 875
Cc1cc(NC(=O)CCCC(=O)N(c2ccccc2)C(C(=O)NC2CCCCC2)c2cccs2)no1 (stereo not given) | 0.3% | -8.1% | i | -5.7 | 1.8 | 2.4 | 7.0 | i | 7.7% | -0.07 | 1332 | 1.61 | -0.19 | 1.11 | -0.467 | -1.5 | 1210
CCOc1ccccc1C(=O)Nc1ccc(-n2nncc2C(C)(C)C)cc1 | 12.9% | 7.6% | i | -1.1 | 4.5 | 3.3 | 9.0 | i | -26.9% | -1.68 | 1293 | 0.152 | -0.239 | -0.259 | 0.15 | -0.5 | 1113
CS(=O)(=O)c1ccc(-c2nnn(CC(N)=O)n2)cc1 | -1.6% | -7.2% | i | -8.1 | 2.5 | 1.0 | 4.9 | i | -20.4% | 1.27 | 1289 | 0.557 | -0.178 | 0.4 | -0.001 | -1.9 | 1036
O=C1COc2cccnc2N1 | 18.9%&17.1% | -0.3%&-1.4% | nt | nt | 1.1 | 1.0 | 8.9 | i | -4.8%&-1.0% | 0.12&-0.04 | 1440&1026 | -0.525&-0.418 | -0.216&-0.274 | 0.0352&-0.608 | 0.32&0.56 | -2.0&-0.3 | 1405&1242
COc1cc(C2C3C(=O)N(Cc4ccccc4)C(=O)C3ON2c2ccccc2)cc(OC)c1OC (stereo not given) | -1.8% | -0.6% | i | -2.3 | 2.8 | 1.8 | 8.0 | i | -39.4% | -0.77 | 946 | 2.69 | -0.174 | 0.613 | -1.23 | -0.6 | 1170
Cc1csc(NC(=O)c2cccs2)n1 | -86.2% | 11.4% | i | -0.3 | 3.1 | 1.8 | 3.2 | i | -14.5% | 1.14 | 1355 | -1.12 | -0.209 | -0.948 | 0.13 | nt | nt
CC1CCN(CCOc2cccc(Br)c2)CC1 | -16.4% | 9.5% | i | -17.0 | 3.5 | 2.7 | 8.1 | i | -10.4% | -0.01 | 1256 | -0.284 | -0.221 | -0.137 | 0.35 | -0.2 | 589
COC(=O)c1c(C)oc(C)c1S(=O)(=O)N1CCCCC1 | 8.6% | 2.0% | nt | nt | nt | nt | nt | i | -5.3% | -0.52 | 1445 | 0.253 | -0.261 | 0.0691 | -0.185 | -0.6 | 1072
Cn1nc(C(=O)NNC(=O)COc2ccccc2)c2ccccc2c1=O | 5.3% | 12.5% | i | 6.8 | 2.5 | 2.7 | 5.9 | i | -37.0% | 0.12 | 1370 | -0.0743 | -0.284 | -0.376 | -0.09 | nt | nt
Cc1nc2c(C)cccn2c1/C(O)=C1\C(=O)C(=O)N(CCN(C)C)C1c1ccccc1 (stereo not given) | 7.8% | 1.5% | nt | nt | nt | nt | nt | i | -0.4% | 0.96 | 1091 | 0.517 | -0.237 | 0.805 | -0.903 | -0.1 | 1301
CC(C)(C)NC(=O)c1ccc(COc2ccccc2Br)o1 | 7.5% | 1.4% | i | 5.9 | 4.6 | 2.8 | 15.1 | i | 20.2% | -2.1 | 973 | 0.534 | -0.0354 | 0.234 | -0.159 | -2.5 | 1339
NS(=O)(=O)c1ccc(CNC(=S)NC2CCCCC2)cc1 | 17.5% | 9.9% | nt | nt | nt | nt | nt | i | -0.2% | 0.03 | 914 | 1.19 | -0.224 | 1.08 | 0.0392 | 0.2 | 1262
O=C(COc1ccc(Cl)cc1)N1CCN(S(=O)(=O)c2ccc(Cl)cc2)CC1 | 6.2% | 1.4% | i | 5.8 | 1.9 | 1.4 | 9.2 | i | 1.0% | nt | nt | -0.0258 | 0.297 | -0.168 | 0.799 | nt | nt
OC(CSc1c(Cl)cccc1Cl)CN1CCN(c2ccccc2F)CC1 (stereo not given) | -11.7% | -15.3% | i | -0.6 | 3.0 | 2.2 | 8.4 | i | -15.7% | 0.06 | 1829 | 0.549 | -0.0516 | 0.59 | 0.389 | -4.5 | 998
CC(C)CCn1c(CN2CCN(Cc3ccccc3)CC2)nc2c1c(=O)[nH]c(=O)n2C | 16.9% | -1.4% | i | 0.1 | 2.0 | 2.6 | 7.1 | i | 4.0% | -0.01 | 1173 | -0.329 | -0.0999 | 0.0823 | 0.134 | -2.8 | 1132
CC(C)(C)NC(=O)C(OC(=O)c1cccs1)c1ccc(C#N)cc1 (stereo not given) | 0.2% | -2.2% | i | -11.4 | 4.0 | 2.7 | 4.5 | i | -20.8% | nt | nt | 0.644 | -0.118 | 0.364 | -0.84 | 1.0 | 1524
CCn1nc(C)c(/C=N/NC(=O)Cn2nnnc2N)c1C | 6.7% | -4.8% | nt | nt | nt | nt | nt | i | 2.9% | nt | nt | -0.0472 | -0.239 | 0.558 | -0.167 | 0.3 | 1354
CCCCN(CC)C(=O)c1cc2cc3ccc(OC)cc3nc2o1 | -61.3% | -20.6% | i | 5.6 | 3.4 | 2.2 | 5.4 | i | -69.2% | -1.58 | 798 | -0.229 | -0.17 | 0.727 | 0.602 | -2.9 | 1458
NC(=O)CSc1oc(-c2ccc(F)cc2)nc1S(=O)(=O)c1ccccc1 | 6.5% | 2.8% | i | 6.6 | 4.6 | 2.5 | 11.1 | i | nt | 0.24 | 1269 | -0.505 | -0.22 | 0.349 | 0.248 | -0.9 | 1075
CCn1c(SCc2nc3ccccc3c(=O)[nH]2)nnc1C(C)NC(=O)c1ccccc1F (stereo not given) | 19.9% | 8.2% | i | -16.6 | 2.0 | 1.3 | 4.1 | i | -16.3% | -0.14 | 1473 | -0.772 | -0.355 | -0.437 | 0.679 | -0.4 | 1056
Cc1cc(C(F)F)n2ncc(C(=O)NCCc3ccccc3Cl)c2n1 | 2.4% | 4.0% | i | -0.2 | 2.5 | 2.3 | 9.7 | i | 9.5% | -0.41 | 984 | -0.256 | -0.266 | -0.181 | 0.102 | -1.5 | 1244
CCC(C)Oc1cccc(OCCCCN2C(=O)NC(C)(C)C2=O)c1 (stereo not given) | 9.9% | -2.3% | i | -2.0 | 2.0 | 1.3 | 9.5 | i | -25.1% | 0.14 | 1953 | -0.362 | -0.207 | -0.149 | -0.856 | -0.5 | 1043
O=C(Nc1ccc(Cl)cc1)c1csc(Cc2ccccc2)n1 | -67.6% | 4.3% | i | 0.7 | 4.3 | 1.3 | 3.9 | i | -0.9% | 0.13 | 1694 | -0.334 | -0.116 | -0.263 | 0.396 | -2.4 | 1003
COc1ccc2c(C)cc(SCc3c(C)noc3C)nc2c1 | 19.6% | -11.3% | i | -16.0 | 1.3 | 1.2 | 5.1 | i | 22.7% | -1.08 | 862 | 0.301 | -0.253 | 0.383 | 0.426 | 0.1 | 1089
CC1(CCc2ccccc2)NC(=S)N(c2ccccc2)N1 (stereo not given) | 10.9% | 10.2% | i | -9.8 | 2.0 | 4.0 | 6.0 | i | 21.2% | 1.38 | 1143 | -1.02 | -0.262 | -0.949 | 1.11 | nt | nt
O=C(c1ccccc1)c1ccccc1C(=O)N1CCN(C(=O)c2ccccc2)CC1 | 19.3% | -3.0% | i | 4.6 | 4.4 | 2.4 | 7.2 | i | -28.4% | 1.15 | 1646 | -0.138 | -0.0982 | 0.542 | -0.108 | -3.6 | 1119
CC(=O)Oc1ccc(C)cc1N1C(=O)c2ccc(C(=O)O)cc2C1=O | -11.0% | -25.1% | i | -51.5 | 3.0 | 2.9 | 10.7 | i | 8.5% | 0.9 | 914 | -0.111 | -0.241 | 0.414 | 0.143 | -0.2 | 1173
O=C(COC(=O)CCCN1C(=O)c2ccccc2C1=O)Nc1cc(Cl)cc(Cl)c1 | 9.1% | 7.7% | i | -26.7 | 2.9 | 0.8 | 13.4 | i | -14.6% | 0.4 | 1297 | -0.55 | -0.213 | 0.24 | 0.136 | -4.5 | 535
